Giardia kill: kills Giardia lamblia; 340,000 tested, 0.15% active; AID 540267; activity change, % at 7.66 µM, hits read low; Giardia lamblia trophozoite viability; in the data active = activity change below about -80%; inconclusive = between about -30% and that limit;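 note: parasites exposed to compound for two days anaerobically before the ATP read; % is set by controls: 0 for no effect and ±100 for the full control effect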
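Media and compound were dispensed first, then trophozoites at 100 cells/well; plates sat 48 hrs at 37 deg C without oxygen before ATP luminescence reagent was added and read after 15-30 min at room temperature.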
PKM2 activator: increases activity of human pyruvate kinase M2; P14618; purified PKM2, Kinase-Glo ATP luminescence, activation; response scale: 0% is enzyme alone, no compound; Potency, µM (highest dose often 57.5 µM), for the others: at the top dose activation, actives largely listed as activators; 260,000 tested, 0.34% active; note: potency is the fitted concentration of half-maximal effect; % is set by controls: 0 for no effect and ±100 for the full control effect; nearly all actives have a fitted effect of over 55% in size
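Purified hPK-M2 (>95%) run at intermediate activity with 0.1 mM ADP and 0.5 mM PEP in 50 mM imidazole pH 7.2, KCl, MgCl2; 1 h room temperature. ATP formed read by Kinase-Glo luminescence; normalized to uninhibited and no-enzyme controls.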
MLL CXXC-DNA inh: inhibitors of human MLL CXXC domain-DNA interaction | Q03164 | MLL-CXXC / FITC-HOXA9 DNA fluorescence polarization | Potency, µM (titrated, usually from 115 µM), without a hit: top-dose activity change, negative = inhibition, hits mostly inhibitors | 290,000 tested, 0.037% active; active = well fitted inhibition curve with a large enough effect in the polarisation, with a control signal flat, not every such curve was filed as active; inconclusive = small, poorly fitted or top-dose-only effect, or effect the other way, or a change in a side signal; inactive = no such curve, though single readings can be large or run the other way; the % refers to the polarisation; note: potency is the fitted concentration of half-maximal effect
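Purified MLL-CXXC (added from a 7 uM solution) was preincubated 5 min at ambient with pinned compounds in 50 mM Tris-HCl pH 7.5, 50 mM NaCl, 1 mM DTT, 0.05% BSA. Fluorescein-labeled HOX-A9 DNA (50 nM solution) followed, 30 min, then polarization read.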
Menin-MLL TR inh: inhibitors of human menin-MLL interaction, mutant MLL peptide. 270,000 tested, 0.23% active. Potency, µM (series often up to 61.6 µM), without a hit: at the top dose FP activity change, negative = inhibition, actives largely listed as inhibitors. Menin + Texas Red MLL mutant peptide, fluorescence polarization. AID 1768. O00255; active = well fitted inhibition curve with a large enough effect in the polarisation, with a control signal flat, not every such curve was filed as active; inconclusive = small, poorly fitted or top-dose-only effect, or effect the other way, or a change in a side signal; inactive = no such curve, though single readings can be large or run the other way; the % refers to the polarisation; note: potency is the fitted concentration of half-maximal effect; % of control where 0% means no effect; many of its hits are not listed in these tables
USP2a block: USP2a (human) protease inhibition; O75604; USP2 core, Ub-CHOP2 coupled fluorogenic reporter, 485/531; Potency, µM (top dose mostly 38.3 µM), without a hit: top-dose activity change, negative = inhibition, actives largely listed as inhibitors; 330,000 tested, 0.01% active; AID 463254;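 note: potency is the fitted concentration of half-maximal effect; plate controls were DMSO wells for no effect and full inhibition by NEM control for full effect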
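Deubiquitinase activity read as fluorescence (485/531 nm) after Ub-CHOP2 cleavage activates the enterokinase reporter on its substrate; USP2 core 10nM, Ub-CHOP2 and substrate 25nM each, 30min compound preincubation then 60min RT; data normalized to NEM, curves fitted.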
hERG WT inh: KCNH2 (human, wildtype) channel inhibition. 340,000 tested, 0.37% active. U2OS, BacMam KCNH2, thallium flux FluxOr; active compounds read low. activity change, % at 1.84 µM;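 active = maximum activity change below -70%; inconclusive = maximum activity change between -70% and -50%; inactive = maximum activity change above -50%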; note: % is set by controls: 0 for no effect and ±100 for the full control effect
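U2OS cells transduced with wild-type KCNH2 virus are loaded with FluxOr dye for 45 min, and thallium flux is measured in kinetic reads before and after stimulation buffer. Rate constants are normalized to DMSO controls.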
KCNH2 3.1 block: KCNH2 3.1 (human) potassium channel inhibition; U2OS KCNH2 3.1, thallium flux FluxOr; active compounds read low; activity change, % (tested at about 1.8 µM); 340,000 tested, 0.95% active; AID 720553;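 active = maximum activity change below -70%; inconclusive = maximum activity change from -70% to -50%; inactive = maximum activity change above -50%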;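 note: thallium influx rate constant from kinetic fluorescence after stimulation buffer; % is set by controls: 0 for no effect and ±100 for the full control effect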
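Virally transduced U2OS (3.1 isoform, 4 h infection in dark at RT) → overnight 37 C → FluxOr + Red40 in HBSS/HEPES, 45 min → stimulation buffer, 2 min kinetic read → rate constant vs DMSO controls.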
Coupling enz: coupling enzyme interference in Giardia aldolase counter-screen; coupling enzyme system counterscreen, AmpLite Red fluorescence; 290,000 tested, 0.67% active; activity change, negative = inhibition, % at 58.2 µM, hits read low; AID 2472; in the data active = activity change below about -30%; note: % is set by controls: 0 for no effect and ±100 for the full control effect
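Coupling enzymes only (glyceraldehyde-3-phosphate) + compound, at 57.5 uM final, 10 min RT; add substrate/coupling/AmpLite Red mix, 20 min RT; fluorescence ex 525/em 598 nm. Actives flag coupling-system interference.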
TRPV1 ag: human TRPV1 agonism; 320,000 tested, 0.19% active; AID 540275; activation, % at 8.33 µM; Q8NER1; TRPV1-expressing cells, Fluo-8 calcium influx, agonist mode; in the data active = activation above about 80%; inconclusive = between about 30% and that limit; note: 0% is about no effect
Target sequence (Q8NER1 whole entry, looked up): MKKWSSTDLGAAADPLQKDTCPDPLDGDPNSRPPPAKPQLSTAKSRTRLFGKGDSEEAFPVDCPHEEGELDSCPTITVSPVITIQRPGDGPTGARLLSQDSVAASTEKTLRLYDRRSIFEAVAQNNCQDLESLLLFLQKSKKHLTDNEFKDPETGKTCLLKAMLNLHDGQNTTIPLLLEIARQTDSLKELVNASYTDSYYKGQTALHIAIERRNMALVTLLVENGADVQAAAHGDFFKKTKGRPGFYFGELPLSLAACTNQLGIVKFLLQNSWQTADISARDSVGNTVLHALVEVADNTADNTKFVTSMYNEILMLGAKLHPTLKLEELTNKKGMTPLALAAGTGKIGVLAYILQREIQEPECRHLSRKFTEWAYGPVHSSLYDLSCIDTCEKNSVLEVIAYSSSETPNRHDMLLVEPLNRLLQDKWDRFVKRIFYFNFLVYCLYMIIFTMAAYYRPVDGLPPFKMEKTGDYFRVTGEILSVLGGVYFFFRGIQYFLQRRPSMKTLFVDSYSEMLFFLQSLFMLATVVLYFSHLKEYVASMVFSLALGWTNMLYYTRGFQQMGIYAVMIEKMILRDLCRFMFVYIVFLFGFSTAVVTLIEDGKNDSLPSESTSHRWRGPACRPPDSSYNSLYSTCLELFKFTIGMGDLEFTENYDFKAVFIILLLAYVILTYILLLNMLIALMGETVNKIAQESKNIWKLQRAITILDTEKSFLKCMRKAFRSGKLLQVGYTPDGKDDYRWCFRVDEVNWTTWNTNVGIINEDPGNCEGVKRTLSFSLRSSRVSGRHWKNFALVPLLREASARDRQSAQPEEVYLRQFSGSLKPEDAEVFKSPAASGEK
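Fluo-8 calcium influx in TRPV1-expressing cells, kinetic read (ex 480/em 520 nm). Compound added and read 3 min for agonist activity, followed by capsaicin at EC20 final and 2 min further read for enhancement.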
GALK inh: inhibitors of human galactokinase | Potency, µM (top dose mostly 57.5 µM), for inactives: at the highest dose activity change, negative = inhibition, usual class: inhibitors | AID 1868 | Purified GALK, Kinase-Glo residual ATP luminescence | P51570 | 270,000 tested, 0.007% active; note: potency is the fitted concentration of half-maximal effect; % is set by controls: 0 for no effect and ±100 for the full control effect
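Compounds were pin-transferred into ATP buffer (35 uM final), then GALK plus galactose (5 nM, 100 uM final) was added. After 1 h at room temperature, Kinase-Glo Plus was added and luminescence read after 10 min.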
B2AR arrestin: recruits beta-arrestin to the human beta2-adrenergic receptor; beta-arrestin recruitment to beta2AR, cell-based reporter; Potency, µM (top dose mostly 46.1 µM), without a hit: at the highest dose activation, hits mostly activators; P07550; 330,000 tested, 0.02% active;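 note: potency is the fitted concentration of half-maximal effect; 0% = DMSO controls and full agonism = EC100 isoproterenol or metaproterenol; nearly all actives have a fitted effect of over 65% in size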
Starred values were filed as active, the others as inactive; ? = inconclusive; . = not tested or not shown; [ ] = dose if it differs, or a comment. Unless noted, calls come from the whole dose curve; as a rule, active = well fitted curve in the direction sought with a large enough effect; inconclusive = small, poorly fitted or top-dose-only effect, or another doubt; inactive = no such curve, though single readings can be large; an effect the other way counts as inactive or inconclusive. A portion of the library; the hit share may differ from the screen's.

SMILES | Giardia kill | PKM2 activator | MLL CXXC-DNA inh | Menin-MLL TR inh | USP2a block | hERG WT inh | KCNH2 3.1 block | Coupling enz | TRPV1 ag | GALK inh | B2AR arrestin
O=C(CCNC(=O)c1ccc(Br)cc1)Nc1ccc(S(=O)(=O)N2CCCCC2)cc1 | 19 | . | . | . | 3% | 22 | -4 | . | 9 | . | -0.3%
Cc1cccc(NC(=O)CSc2n[nH]c(-c3cccnc3)n2)c1 | 0 | 17% | -9% | 1% | -4% | -3 | 1 | 1 | -3 | 14% | 0.3%
O=c1oc(-c2cccs2)nc2c1cnn2-c1ccccc1 | -10 | 14% | -18% | 11% | -5% | -16 | 7 | -1 | -1 | 0% | -0.4%
Cc1cccc(N2CCN(S(=O)(=O)c3ccc4c(c3)CC(C)N4C(=O)C3CC3)CC2)c1C (stereo not given) | ? | 3%[0.46 µM] | -3% | 22% | 1% | 0 | -35 | -1 | 13 | 6% | 0.3%
Cc1nonc1NC(=O)c1oc2ccc(F)cc2c1C | 6 | . | 7% | . | 2% | -5 | -3 | . | 4 | 4% | 0.0%
Cc1cc(NCc2cccnc2)no1 | -11 | -6% | 4% | . | 0% | -8 | -2 | 0 | 1 | 0% | -0.4%
O=[N+]([O-])c1ccccc1-c1ccc(C(=S)N2CCCC2)o1 | -15 | 7% | -7% | ? | 0% | 5 | 4 | -43* | 0 | 6% | -0.4%
CSc1nc(Cl)cc(Nc2ccccc2N)n1 | -3 | 6% | 10% | ? | 6% | 0 | 3 | 1 | 3 | 0% | -0.1%
N#CNC(=Nc1ccccc1F)SCc1ccc(C(=O)O)cc1 | -19 | -1% | 3% | 17% | 1% | 8 | 2 | 11 | -2 | 7% | -1.0%
Cc1cc(C)nc(NC(=O)c2c(-c3c(Cl)cccc3Cl)noc2C)n1 | 24 | -2% | 5% | -11% | 1% | -16 | -4 | -3 | 1 | 0% | -0.1%
Cc1onc(-c2ccccc2)c1C(=O)N/N=C/c1ccccc1OC(C)C | -24 | 5% | -3% | . | 0% | -3 | 1 | . | 18 | -8% | -1.0%
O=S(=O)(Nc1cccc(-n2cnnn2)c1)c1cnc(Cl)c(Cl)c1 | 4 | . | 5% | . | 2% | -5 | 4 | . | 0 | -3% | -0.5%
COc1ccc(N=c2oc3ccc(OC)cc3cc2-c2nc3ccccc3[nH]2)cc1 | -14 | 3% | -1% | 5% | . | 0 | 3 | 0 | -2 | 0% | .
O=S(=O)(Cc1ccc(Cl)cc1)N1CCCC1 | 2 | -1% | 6% | 10% | 2% | -5 | 3 | -2 | -1 | -2% | 0.0%
COc1cc2cc(C(N)=O)c(N)nc2cc1OC | 4 | -8% | -6% | 4% | 0% | -1 | -6 | 0 | -1 | 0% | -0.2%
CCCCC(=O)NNC(=S)NCc1ccccc1 | -6 | 0% | -4% | -5% | -1% | 3 | -17 | 1 | -1 | 6% | -0.2%
CCOC(=O)/C=C/C(=O)OCC(=O)N1CCN(C(=O)c2ccco2)CC1 | -6 | 5% | 12% | . | 3% | -23 | 7 | . | 2 | 2% | -0.6%
CC(=O)c1cccc(NC(=O)c2cc(C(C)C)on2)c1 | 13 | 1% | 2% | 9%[11.7 µM] | -1% | -5 | -6 | -5 | . | 1% | 0.1%
O=C(NC1CC1)c1cccc(Br)c1 | -15 | -6% | 5% | -2% | 2% | -1 | -2 | 1 | -1 | -1% | 1.4%
Cn1c(SCC(=O)Nc2ccc(N3CCOCC3)cc2)nnc1-c1ccccc1F | -7 | . | 0% | 2% | 2% | 4 | -15 | 2 | 1 | 0% | -0.3%
COc1ccc(OC)c(NC(=O)Nc2cccc3ccccc23)c1 | -24 | 1% | 20% | ? | -1% | 12 | 9 | -2 | -11 | 1% | -0.5%
CCC1CN(C(=O)N2CCC(C(=O)NCc3cccc(OC)c3OC)CC2)c2cc(C)ccc2O1 (stereo not given) | 2 | . | 17% | . | 2% | -14 | 10 | . | 3 | 1% | 0.3%
CC(C)(O)c1nnn(-c2ccccc2)c1C(F)(F)F | -14 | -11% | -2% | 9% | 0% | 1 | 10 | 6 | 2 | 4% | 0.2%
COc1ccc(S(=O)(=O)Nc2cccc3c2O[C@H](CN(C)Cc2ccc(-c4ccccc4)cc2)[C@@H](C)CN([C@H](C)CO)C3=O)cc1 | 8 | . | . | . | 2% | -13 | -13 | . | . | . | -0.2%
COc1ccc(C(=O)Nc2ccccc2C(=O)N(Cc2ccco2)C(C(N)=O)C(C)C)cc1 (stereo not given) | -5 | 5% | 12% | 5% | 0% | 15 | -15 | 3 | 1 | -3% | -0.9%
Carrying on:
SMILES | Giardia kill | PKM2 activator | MLL CXXC-DNA inh | Menin-MLL TR inh | USP2a block | hERG WT inh | KCNH2 3.1 block | Coupling enz | TRPV1 ag | GALK inh | B2AR arrestin
CCOc1ccccc1Oc1c(C)oc2c(CN3CCN(C)CC3)c(O)ccc2c1=O | -9 | -2% | 3% | -12% | -1% | 11 | -2 | 1 | -3 | -1% | 0.4%
CCOc1cc(C(=S)N2CCOCC2)ccc1OC(=O)c1cccc(C)c1 | -8 | 0% | 26% | 5% | -3% | 9 | -2 | -1 | ? | 0% | 0.1%
COc1cccc(NC(=O)Nc2nc(-c3ccc(OC)c(OC)c3)cs2)c1 | -12 | 2% | 18% | ? | -2% | -16 | 19 | -2 | 2 | 0% | -0.4%
O=S(=O)(Nc1ncccn1)c1ccc(NC(=S)NCCc2ccc(Cl)cc2)cc1 | 2 | -3% | 1% | 14% | -1% | -8 | 6 | 0 | -3 | -1% | 0.0%
CCCCC(NC(C)=O)c1nc2ccccc2n1CCC (stereo not given) | 17 | 12% | 4% | -21% | -6% | -8 | 11 | 0 | -4 | 0% | 5.5%
COc1cccc(NC(=O)CN(C)CC(=O)NCc2ccc(F)cc2)c1 | -19 | . | . | . | 0% | -2 | 1 | . | . | . | 0.3%
Cc1ccc(C(=O)N/C(=C\c2cccs2)C(=O)NCC2CCCO2)cc1C (stereo not given) | -8 | -12% | -1% | -3% | 4% | 13 | -9 | 7 | -1 | 1% | 0.2%
O=C1CCC(=O)N1OCCCCOc1ccccc1 | -11 | -16% | 24% | 0% | 0% | 5 | 0 | 7 | 3 | 1% | 0.0%
Cc1ccccc1NC(=O)C1CCN(S(=O)(=O)c2cccc3nonc23)CC1 | 16 | -4% | 14% | 8% | 2% | -7 | 15 | 3 | -1 | 1% | -0.7%
Cc1cc(NC(=O)CSCC(=O)N(C)Cc2cccc(Cl)c2)no1 | 22 | . | . | . | 3% | -3 | -6 | . | ? | . | 0.0%
CC(OC(=O)/C=C/c1cccc(C(F)(F)F)c1)C(=O)NC1CCCCC1C (stereo not given) | -11 | . | . | . | 5% | -6 | -14 | . | -1 | . | 0.1%
CSc1nc2nccc(-c3ccc(Cl)cc3)n2n1 | 13 | 1% | 5% | -18% | . | 0 | 4 | -1 | 0 | 5% | .
CCOC(=O)N1CCC(N2C(=O)c3ccccc3C2Nc2cc(Cl)c(OC)cc2OC)CC1 (stereo not given) | -13 | -6% | 2% | -13% | -2% | 4 | -8 | -2 | 3 | -1% | 0.8%
O=C(N=Nc1c(O)[nH]c2ccccc12)c1ccco1 | -23 | -50% | -4% | ? | 11% | 11 | 22 | -11 | -1 | 0% | -0.6%

Reprinted at random: 5 records from the list, in no set order.
SMILES | Giardia kill | PKM2 activator | MLL CXXC-DNA inh | Menin-MLL TR inh | USP2a block | hERG WT inh | KCNH2 3.1 block | Coupling enz | TRPV1 ag | GALK inh | B2AR arrestin
CCCCC(NC(C)=O)c1nc2ccccc2n1CCC (stereo not given) | 17 | 12% | 4% | -21% | -6% | -8 | 11 | 0 | -4 | 0% | 5.5%
Cc1ccccc1NC(=O)C1CCN(S(=O)(=O)c2cccc3nonc23)CC1 | 16 | -4% | 14% | 8% | 2% | -7 | 15 | 3 | -1 | 1% | -0.7%
COc1cccc(NC(=O)CN(C)CC(=O)NCc2ccc(F)cc2)c1 | -19 | . | . | . | 0% | -2 | 1 | . | . | . | 0.3%
Cc1ccc(C(=O)N/C(=C\c2cccs2)C(=O)NCC2CCCO2)cc1C (stereo not given) | -8 | -12% | -1% | -3% | 4% | 13 | -9 | 7 | -1 | 1% | 0.2%
CC(OC(=O)/C=C/c1cccc(C(F)(F)F)c1)C(=O)NC1CCCCC1C (stereo not given) | -11 | . | . | . | 5% | -6 | -14 | . | -1 | . | 0.1%

Screening results deposited in PubChem BioAssay by National Center for Advancing Translational Sciences (NCATS).
